Screening data as filed in PubChem BioAssay.
BCR signal inh – qHTS Assay to Find Inhibitors of Chronic Active B-Cell Receptor Signaling | ABC-DLBCL IkBa-CBG/CBR reporter, luminescence ratio, 4 h | Potency, µM (highest dose often 46.1 µM), for inactives: top-dose ratio change, negative = lower green/red ratio, usual class: inhibitors | hit rate 0.05% among 340,000 | AID 493014, 2011; active = well fitted inhibition curve with a large enough effect in the signal ratio, with a control signal flat, not every such curve was filed as active; inconclusive = small, poorly fitted or top-dose-only effect, or effect the other way, or a change in a side signal; the % refers to the signal ratio;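 note: potency is the fitted concentration of half-maximal effect; plate controls were basal doxycycline-induced cells for no effect and cells given 10 µM MG132 for full effect; MG132 reads +100%, hits lower the ratio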
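Doxycycline induced both beetle luciferases in TMD8 lymphoma cells; IKK-driven degradation limits the IkappaBalpha-fused green signal, while red luminescence normalises for cell number and nonspecific effects. Compounds tested up to 46 uM, 4 hrs.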
USP2a inh – qHTS Assay for Inhibitors of Ubiquitin-specific Protease USP2a Using CHOP2 as the Reporter; Potency, µM (highest dose often 38.3 µM), inactives show top-dose activity change, negative = inhibition, hits mostly inhibitors; hit rate 0.01% among 330,000; USP2 core, Ub-CHOP2 coupled fluorogenic reporter, 485/531; Ubiquitin carboxyl-terminal hydrolase 2 (Homo sapiens), O75604;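 note: potency is the fitted concentration of half-maximal effect; plate controls were DMSO wells for no effect and full inhibition by NEM control for full effect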
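Cell-free coupled assay: 10nM USP2 core preincubated 30min RT with compound in Tris-HCl pH 8.0/CaCl2/CHAPS buffer, then 25nM Ub-CHOP2 and 25nM reporter substrate; fluorescence (Ex 485/Em 531) read after 60min RT, normalized to NEM inhibition, concentration-response curves fitted.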
ASM inhibitor – Inhibitors of Secretory Acid Sphingomyelinase (S-ASM): qHTS. placental ASM, HMU-PC fluorogenic substrate, 60 min. Potency, µM (titrated, usually from 57.5 µM), for inactives: at the highest dose activity change, negative = inhibition, most hits filed as inhibitors. hit rate 0.006% among 340,000; note: potency is the fitted concentration of half-maximal effect
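qHTS format. ASM enzyme prepared from human placenta hydrolyses the fluorogenic substrate HMU-PC0 (9 uM final) over 60 min at 37 °C after a 10 min compound preincubation.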
Menin-MLL TR inh – qHTS Assay for Inhibitors Targeting the Menin-MLL Interaction in MLL Related Leukemias: Competition With Texas Red Labeled MLL-derived Mutant Peptide; O00255; Menin + Texas Red MLL mutant peptide, fluorescence polarization; Potency, µM (top dose mostly 61.6 µM), for inactives: at the highest dose FP activity change, negative = inhibition, most hits filed as inhibitors; hit rate 0.23% among 270,000; active = well fitted inhibition curve with a large enough effect in the polarisation, with a control signal flat, not every such curve was filed as active; inconclusive = small, poorly fitted or top-dose-only effect, or effect the other way, or a change in a side signal; inactive = no such curve, though single readings can be large or run the other way; the % refers to the polarisation; note: potency is the fitted concentration of half-maximal effect; % of control where 0% means no effect; many of its hits are not listed in these tables
Mito fusion yeast – qHTS Assay for Small Molecule Inhibitors of Mitochondrial Division or Activators of Mitochondrial Fusion | Potency, µM (highest dose often 46.1 µM), inactives show at the top dose growth rescue (activation), actives largely listed as activators | S. cerevisiae fusion-defective mutant growth rescue, CellTiterGlo 48 h | AID 485298, 2010 | hit rate 0.23% among 320,000;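 note: potency is the fitted concentration of half-maximal effect; % of control where 0% means no effect; nearly all actives have a fitted effect of over 45% in size; temperature-sensitive fusion mutants such as fzo1-1 at 37 °C on non-fermentable ethanol glycerol medium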
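S. cerevisiae fusion-defective temperature-sensitive mutants (e.g. fzo1-1, mgm1-5) grown 48 h at 37C in YPEG (ethanol/glycerol non-fermentable) medium with 23 nl compound per well; growth rescue read as CellTiterGlo luminescence.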
GALK inh – qHTS Assay for Inhibitors of Human Galactokinase (GALK); P51570; Purified GALK, Kinase-Glo residual ATP luminescence; Potency, µM (top dose mostly 57.5 µM), inactives show at the highest dose activity change, negative = inhibition, hits mostly inhibitors; hit rate 0.007% among 270,000; AID 1868, 2009; note: potency is the fitted concentration of half-maximal effect; % is set by controls: 0 for no effect and ±100 for the full control effect
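ATP-depletion format; final 35 uM ATP, 100 uM D-galactose, 5 nM enzyme; pH 8.0 HEPES/Mg2+ buffer; 60 min RT; luminescence read 10 min after detection reagent.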
KCNH2 WT inh – qHTS for Inhibitors of KCHN2 3.1: Wildtype qHTS; U2OS, BacMam KCNH2, thallium flux FluxOr; hits give low values; hit rate 0.37% among 340,000; activity change, % at 1.84 µM; Voltage-gated inwardly rectifying potassium channel KCNH2 (Homo sapiens), Q12809;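 active = maximum activity change below -70%; inconclusive = maximum activity change between -70% and -50%; inactive = maximum activity change above -50%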; note: % is set by controls: 0 for no effect and ±100 for the full control effect
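U2OS cells transduced with wild-type KCNH2 virus are loaded with FluxOr dye for 45 min, and thallium flux is measured in kinetic reads before and after stimulation buffer. Rate constants are normalized to DMSO controls.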
Eya2 phos inh – qHTS Assay for Inhibitors of the Phosphatase Activity of Eya2; recombinant Eya2, OMFP fluorescence dephosphorylation (OMFP is methylfluorescein phosphate); Potency, µM (highest dose often 76.9 µM), without a hit: at the top dose activity, negative = inhibition, usual class: inhibitors; hit rate 0.006% among 330,000; note: potency is the fitted concentration of half-maximal effect; % is set by controls: 0 for no effect and ±100 for the full control effect
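Eya2 protein (added as 0.2 uM solution) was preincubated with compound for 10 min at ambient temperature in 50 mM HEPES pH 7.5, 50 mM NaCl, 5 uM MgCl2, 0.05% BSA, 1 mM DTT. OMFP (added at 50 uM) then reacted 10 min; fluorescence read at 485/525 nm.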
MBNL1-CUG inh – qHTS Assay for Inhibitors of MBNL1-poly(CUG) RNA binding; TR-FRET MBNL1-His/biotin-(CUG)12 binding, 665/545 ratio; Potency, µM (top dose mostly 57.5 µM), for inactives: at the highest dose activity change, negative = inhibition, usual class: inhibitors; hit rate 0.036% among 280,000; AID 2675, 2010; active = well fitted inhibition curve with a large enough effect in the signal ratio, with a control signal flat, not every such curve was filed as active; inconclusive = small, poorly fitted or top-dose-only effect, or effect the other way, or a change in a side signal; inactive = no such curve, though single readings can be large or run the other way; the % refers to the signal ratio; note: potency is the fitted concentration of half-maximal effect; % is set by controls: 0 for no effect and ±100 for the full control effect
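His-tagged MBNL1 binding to biotinylated (CUG)12 RNA was measured by TR-FRET using terbium anti-His antibody (0.055 ng/ul final) and streptavidin-XL665 (5 nM final). Compounds were titrated 92 nM to 58 uM; 60 min at room temperature.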
TSHR antagonist – Antagonists of the Thyroid Stimulating Hormone Receptor: HTS campaign | TSHR-expressing cells, TSH-stimulated cAMP HTRF, 2 h; hits give low values | Thyrotropin receptor (Homo sapiens), P16473 | AID 504810, 2011 | hit rate 0.2% among 330,000 | activity change, negative = inhibition, % at 11.5 µM;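 active = activity change below a set negative limit, meaning inhibition stronger than a set level, cut at about -70% in these data; inconclusive = activity change between two set negative limits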; note: % is set by controls: 0 for no effect and ±100 for the full control effect
Target sequence (P16473 whole entry, looked up): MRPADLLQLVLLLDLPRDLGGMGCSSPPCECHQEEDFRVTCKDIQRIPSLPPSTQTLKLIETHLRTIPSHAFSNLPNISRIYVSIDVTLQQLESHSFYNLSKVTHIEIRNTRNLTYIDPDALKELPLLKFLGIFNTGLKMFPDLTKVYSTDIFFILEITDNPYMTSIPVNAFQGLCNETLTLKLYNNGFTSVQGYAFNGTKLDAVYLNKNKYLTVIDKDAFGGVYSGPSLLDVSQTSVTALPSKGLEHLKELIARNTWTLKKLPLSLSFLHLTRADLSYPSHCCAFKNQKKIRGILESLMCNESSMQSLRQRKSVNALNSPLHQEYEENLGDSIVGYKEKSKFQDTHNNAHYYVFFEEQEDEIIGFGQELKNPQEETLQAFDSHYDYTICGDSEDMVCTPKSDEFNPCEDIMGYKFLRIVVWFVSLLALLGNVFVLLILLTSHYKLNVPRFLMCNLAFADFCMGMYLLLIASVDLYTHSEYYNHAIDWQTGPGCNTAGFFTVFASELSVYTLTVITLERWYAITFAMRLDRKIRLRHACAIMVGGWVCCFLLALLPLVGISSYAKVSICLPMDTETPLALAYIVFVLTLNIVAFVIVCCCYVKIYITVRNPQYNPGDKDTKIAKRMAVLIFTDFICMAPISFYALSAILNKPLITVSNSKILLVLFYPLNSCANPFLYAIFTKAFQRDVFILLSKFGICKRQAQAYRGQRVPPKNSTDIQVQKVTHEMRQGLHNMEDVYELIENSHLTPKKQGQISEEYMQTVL
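Freshly harvested TSHR cells receive pin-tooled compound, then EC80 TSH at 4nM final. After 2 hours at 37 deg C, antibody in lysis buffer and cAMP-d2 are added; 30 minutes at ambient temperature precede the HTRF read.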
PKM2 act – qHTS Assay for Activators of Human Muscle isoform 2 Pyruvate Kinase; Potency, µM (highest dose often 57.5 µM), for inactives: at the top dose activation, hits mostly activators; AID 1631, 2009; purified PKM2, Kinase-Glo ATP luminescence, activation; response scale: 0% is enzyme alone, no compound; hit rate 0.34% among 260,000; note: potency is the fitted concentration of half-maximal effect; % is set by controls: 0 for no effect and ±100 for the full control effect; nearly all actives have a fitted effect of over 55% in size
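ATP formation by purified human PK-M2, quantified via coupled luciferase luminescence after 1 h at room temperature with 0.1 mM ADP and 0.5 mM PEP final.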
* marks the source's active call; other numbers are inactive results; ? = inconclusive; / = no result given; [ ] = dose if it differs, or a comment. Unless noted, calls come from the whole dose curve; as a rule, active = well fitted curve in the direction sought with a large enough effect; inconclusive = small, poorly fitted or top-dose-only effect, or another doubt; inactive = no such curve, though single readings can be large; an effect the other way counts as inactive or inconclusive. Only part of the results is shown; rates above refer to the full screens.

molecule,BCR signal inh,USP2a inh,ASM inhibitor,Menin-MLL TR inh,Mito fusion yeast,GALK inh,KCNH2 WT inh,Eya2 phos inh,MBNL1-CUG inh,TSHR antagonist,PKM2 act
O=C(CSc1ncccn1)n1c2c(c3ccccc31)CCCC2,?,0%,-12%,24%,8%,3%,-3,-23%,-14%,18,-10%
CCOc1ccccc1-n1nnnc1SCC(=O)O,?,15%,3%,/,2%,1%,14,-8%,-1%,-5,-4%
CCOc1ccccc1NC(=O)CSc1nc(=O)n(CCCN2CCOCC2)c2c1CCCC2,-4%,1%,4%,/,0%,/,-4,1%,/,10,/
O=C(CSc1ccccc1)Nc1nnc(-c2ccco2)o1,?,2%,0%,/,1%,/,-5,-23%,/,6,/
CCOC(=O)C1(CCOc2ccccc2)CCN(Cc2ccc(-n3cccn3)cc2)CC1,?,0%,-7%,-19%,-9%,0%,-130*,-7%,11µM*,-9,0%
COc1ccc(S(=O)(=O)Nc2cccc3c2O[C@H](CN(C)S(=O)(=O)c2cccs2)[C@@H](C)CN([C@H](C)CO)C3=O)cc1,5%,2%,2%,/,/,/,-1,1%,/,15,/
CC(=O)CSc1ccc(-c2nc3ccccc3[nH]2)cn1,8%,-1%,-1%,0%,-19%,4%,-2,-3%,4%,18,-31%
CCOC(=O)C1(Cc2ccccc2C(F)(F)F)CCN(C(C)CSC)CC1 (stereo not drawn),25%,2%,0%,?,-2%,-1%,3,-14%,-3%,27,1%
COc1ccc(CCNC(=O)C2CCCN(c3ncnc4c3nc3n4CCCCC3)C2)c(OC)c1 (stereo not drawn),0%,-1%,-4%,-16%,20%,-3%,0,-6%,-6%,16,/
O=C(O)C1CCN(c2ncccn2)CC1,1%,3%,4%,10%,-3%,-2%,7,12%,-15%,8,1%
CC1CN(Cc2cc(=O)n3ccsc3n2)CC(C)O1 (stereo not drawn),1%,2%,2%,-16%,0%,0%,0,7%,0%,13,-5%
COc1cc(/C(C)=N/NC(=S)NC(C)C)cc(OC)c1OC,?,0%,-1%,-2%,-2%,0%,-1,-2%,9%,7,0%
Cc1c(N2C(=O)/C(=C\c3ccccc3O)SC2=S)c(=O)n(-c2ccccc2)n1C,?,2%,-18%,/,20%,-2%,-12,-5%,13%,-7,-18%
O=C(Cc1ccc(Br)cc1)NCCc1ccc(F)cc1,6%,3%,-1%,3%,11%,2%,3,-5%,-1%,-3,6%
COCCn1c(C)cc(C(=O)COC(=O)C2CC(=O)N(CCc3ccc(OC)c(OC)c3)C2)c1C (stereo not drawn),?,2%,0%,/,-7%,/,1,8%,/,9,/
CCN(Cc1ccccc1)C(=O)c1cccc(S(=O)(=O)N2CCN(c3ccc(F)cc3)CC2)c1,-5%,1%,?,/,14%,/,-1,15%,/,-13,/
COc1cc(C(=O)N2CCN(Cc3ccccn3)CC2)cc(OC)c1OC,?,-9%,1%,-16%,6%,-1%,-1,4%,-5%,4,/
CCC(=O)NCc1ccc2[nH]c(C)cc2c1,-1%,-1%,0%,2%,1%,5%,-5,-5%,?,28,-5%
NCCOc1ccc(C23CC4CC(CC(C4)C2)C3)cc1,2%,3%,-14%,?,-20%,1%,2,5%,-4%,15,6%
CCn1c(SCC(=O)Nc2ccc(N3CCOCC3)cc2)nnc1-c1ccc(OC)cc1,?,3%,0%,-1%,-5%,-1%,0,9%,-2%,-2,7%
O=C(CSc1ccccc1F)NCC1(N2CCCCC2)CCCCC1,-1%,-5%,7%,/,-2%,/,3,2%,/,5,/
COc1cccc(N2CCN(C(=O)/C=C/c3ccco3)CC2)c1,-4%,1%,-5%,-8%,-5%,2%,5,-7%,7%,13,21%
O=S(=O)(c1ccccc1)N1CCN(S(=O)(=O)c2ccccc2)C1,-2%,20%,-1%,6%,0%,-3%,-9,1%,-3%,8,6%
CCOC(=O)c1csc(NC(=O)COc2ccc(Cl)cc2Cl)n1,-1%,1%,-18%,17%,?,2%,-2,1%,?,-4,6%
Cc1ccc(NC(=O)c2cnccn2)nc1,?,-2%,1%,/,1%,-23%,5,3%,3%,-39,13%
COc1ccc(NC(=O)c2sc3ncn(CC(=O)N4CCCCC4)c(=O)c3c2C)cc1OC,-5%,0%,-2%,14%,-2%,-1%,-7,0%,19%,-6,-1%
O=C(c1ccc(Cl)cc1)c1cnc(Nc2ccccc2Cl)s1,?,-4%,67%[activator],41%[activator],3%,3%,-9,-1%,14%,-1,-4%
CN(C)c1ccc(CN(Cc2ccco2)C(=O)c2ccco2)cc1,1%,0%,-3%,-16%,26%,6%,0,13%,-4%,18,-4%
COC(=O)c1sc(S(=O)(=O)N2CCN(c3ccccc3F)CC2)c(C(=O)OC)c1C,-2%,-2%,-4%,/,/,/,4,2%,/,-13,/
O=C(NCc1ccccc1)c1ccc(S(=O)(=O)N2CCCc3ccccc32)cc1,?,-1%,0%,?,4%,1%,-10,?,4%,-9,3%
O=C(Nc1nc2c(s1)CCCC2)c1cccnc1,?,3%,5%,?,6%,0%,-2,4%,-5%,-2,5%
O=C(Nc1ccccc1N1CCCC1)C1CCN(S(=O)(=O)c2ccc(F)cc2)CC1,9%,-2%,2%,/,6%,/,-7,6%,/,1,/
O=S(=O)(c1ccc(Cl)nc1)N1CCc2ccccc21,4%,3%,-1%,/,-3%,0%,-111*,8%,-3%,18,?
Cc1ccc(N(CC(=O)NCc2ccc(F)cc2)C(=O)c2ccco2)cc1C,3%,1%,-1%,-24%,0%,-2%,-8,-11%,-5%,11,/
C[n+]1nc(Nc2cccc3ccccc23)sc1-c1ccc(C(=O)O)cc1,?,3%,/,/,1%,-2%,/,-12%,13%,0,0%
Cc1cccc(-c2nc3cc(NC(=O)C4CCCO4)ccc3o2)c1 (stereo not drawn),?,1%,-5%,0%,-2%,3%,2,-3%,-13%,-12,-29%
COC(=O)Cn1c(=O)c(=O)n(CC(=O)OC)c2ccccc21,3%,0%,0%,13%,-5%,-1%,-14,-8%,-4%,-6,-4%
O=C(CCNc1n[nH]c(=O)[nH]c1=O)N/N=C/c1ccc(C(F)(F)F)cc1,?,2%,-1%,19%,-23%,0%,11,-8%,15%,-11,0%
COc1ccc(CNC(=O)COC(=O)c2sccc2C)cc1OC,-6%,0%,-1%,/,/,/,-3,-1%,/,/,/
Cc1cc(C(=O)COC(=O)c2ccc(Br)o2)c(C)n1Cc1ccco1,?,1%,/,-4%,9%,-2%,/,-12%,-1%,-17,0%
Cn1nc(C(=O)Nc2ccc(S(=O)(=O)N3CCCC3)cc2)ccc1=O,-9%,-1%,-2%,-1%,-1%,-3%,9,-2%,2%,-7,-12%
Cc1nnc(NC(=O)CSCc2cc(=O)c3ccccc3[nH]2)s1,2%,0%,/,/,3%,/,/,-3%,/,-10,/
COc1cc(NC(=O)CCc2c(C)nn(-c3ccc(N4CCOCC4)nn3)c2C)cc(OC)c1OC,-16%,1%,2%,6%,-5%,8%,6,-5%,-3%,-7,/
O=C(Nc1ccccc1)N(CCN1CCOCC1)Cc1ccccc1F,-1%,1%,5%,0%,-2%,-2%,-3,-16%,-3%,4,-3%
Cc1nn(-c2ccccc2)c(C)c1C(=O)OCC(=O)N(C)c1ccccc1,?,-1%,3%,/,-3%,/,10,2%,/,4,/
